15-hLO-2 inh – 15-hLO-2 (ALOX15B) enzyme inhibition; O15296; purified 15hLO-2, xylenol orange hydroperoxide absorbance; Potency, µM (doses to about 57.1 µM), without a hit: top-dose activity change, negative = inhibition, most hits filed as inhibitors; hit rate 0.56% among 110,000; also: potency is read from the fitted curve at half-maximal effect; nearly all actives have a fitted effect of over 60% in size; many of its hits are not listed in these tables
Target sequence (O15296 whole entry, looked up): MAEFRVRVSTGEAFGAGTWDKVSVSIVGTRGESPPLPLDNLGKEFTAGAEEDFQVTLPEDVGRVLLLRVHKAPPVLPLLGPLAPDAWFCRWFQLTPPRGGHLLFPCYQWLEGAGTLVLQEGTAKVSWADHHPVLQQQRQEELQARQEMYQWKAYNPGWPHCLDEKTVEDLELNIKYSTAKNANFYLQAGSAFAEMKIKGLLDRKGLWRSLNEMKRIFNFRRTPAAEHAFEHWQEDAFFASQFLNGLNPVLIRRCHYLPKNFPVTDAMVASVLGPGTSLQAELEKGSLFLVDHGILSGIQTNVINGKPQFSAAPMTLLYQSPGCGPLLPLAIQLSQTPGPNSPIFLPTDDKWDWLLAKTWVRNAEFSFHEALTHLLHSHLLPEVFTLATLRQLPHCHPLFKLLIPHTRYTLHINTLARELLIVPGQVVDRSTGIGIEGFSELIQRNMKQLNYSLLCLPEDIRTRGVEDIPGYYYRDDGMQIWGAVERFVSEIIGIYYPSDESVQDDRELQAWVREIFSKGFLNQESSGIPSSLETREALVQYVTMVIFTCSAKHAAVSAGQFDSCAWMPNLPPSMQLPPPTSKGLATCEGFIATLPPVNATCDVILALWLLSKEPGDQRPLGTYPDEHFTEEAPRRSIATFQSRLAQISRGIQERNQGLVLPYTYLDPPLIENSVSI
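Enzyme 50 nM, AA 45 uM, 25 mM Hepes pH 7.5 + 0.01% Triton X-100; cpd preinc 15 min RT, rxn 90 min RT; stop/detect with 200 uM XO + 300 uM Fe(II) in 50 mM H2SO4, 30 min; A573/A405.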
IMPase inh – cell-permeable inhibitors of inositol monophosphatase (IMPase); P97697; CHO-M1 cells, IP1 accumulation, HTRF TR-FRET ratio; inhibition (IP1 accumulation), % at 46.1 µM; 120,000 tested, under 10 active; AID 901; active = well fitted curve in the direction sought with a large enough effect in the signal ratio, not every such curve was filed as active; inconclusive = small, poorly fitted or top-dose-only effect, or a change in a side signal; inactive = no such curve, though single readings can be large or run the other way; the % refers to the signal ratio;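 also: cells stimulated with carbachol in lithium chloride buffer; plate controls were DMSO basal wells for no effect and reference inhibitor wells for full effect; higher means more IMPase inhibition seen as more IP1 and lower FRET ratio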
Target sequence (P97697 whole entry, looked up): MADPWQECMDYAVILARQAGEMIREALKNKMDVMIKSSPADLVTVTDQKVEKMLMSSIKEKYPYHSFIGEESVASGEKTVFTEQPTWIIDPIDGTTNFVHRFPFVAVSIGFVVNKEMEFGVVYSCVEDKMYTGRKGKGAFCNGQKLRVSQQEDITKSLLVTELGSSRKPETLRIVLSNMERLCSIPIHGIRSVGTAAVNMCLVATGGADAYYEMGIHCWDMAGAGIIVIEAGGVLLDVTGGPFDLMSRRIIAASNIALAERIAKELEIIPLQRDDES
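Measured: the HTRF emission ratio (665/620 nm) plus the 620 nm donor channel, each fitted to the Hill equation to give AC50. Cells were CHO-M1 given compounds up to 46 uM and a 30 min carbachol stimulation at 37C.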
ALOX12 inhib – 12-hLO (ALOX12) enzyme inhibition | P18054 | purified 12-hLO, xylenol orange hydroperoxide absorbance | Potency, µM (series often up to 57.1 µM), for the others: at the highest dose activity change, negative = inhibition, usual class: inhibitors | hit rate 0.12% among 150,000 | AID 1452; also: potency is read from the fitted curve at half-maximal effect; nearly all actives have a fitted effect of over 55% in size; many of its hits are not listed in these tables
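Hydroperoxide formation by human 12-lipoxygenase from 40 uM arachidonic acid was followed colorimetrically via ferric-xylenol orange complex, using the 573/405 nm absorbance ratio. Enzyme concentration was 150 nM, with 30 min reaction at room temperature.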
PNC inhibitor – inhibitors of perinucleolar compartment assembly; PC3M PTB-GFP, PNC prevalence imaging, 16 h; stronger effect = lower value; activity change (PNC), negative = inhibition, % at 10 µM; hit rate 3.1% among 140,000;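 active = readout at or below -70, meaning at least 70% loss of cells showing the perinucleolar compartment, a nuclear body marking cancer cells; inconclusive = readout between -30 and a set limit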;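 also: plate controls were DMSO wells for no effect and camptothecin positive control wells for full effect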
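Read-out is percentage of cells bearing a perinucleolar compartment, from automated 20x imaging of fixed, Hoechst-stained PC3M PTB-GFP cells. Cells were seeded 4 h, then exposed 16 h to compound (23 nl of library stock) in duplicate plates.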
Numbers without * were called inactive; ? = inconclusive; . = not tested or not shown; [ ] = dose if it differs, or a comment. Unless noted, calls follow the shape of the dose curve; as a rule, active = well fitted curve in the direction sought with a large enough effect; inconclusive = small, poorly fitted or top-dose-only effect, or another doubt; inactive = no such curve, though single readings can be large; an effect the other way counts as inactive or inconclusive. Unless noted, % is scaled to controls: 0 for no effect and ±100 for the full control effect. This is a subset; rates above refer to the full screens.

SMILES	15-hLO-2 inh	IMPase inh	ALOX12 inhib	PNC inhibitor
CN(C)S(=O)(=O)c1ccc(C(=O)Nc2ccc(S(=O)(=O)NC3=NCCCCC3)cc2)cc1	11%	-6	-2%	19
Cc1ccc(Cl)cc1N1CCN(C(=O)c2cccc3c(=O)c(C)c(-c4ccccc4)oc23)CC1	.	.	2%	3
CCOc1ccc(OCC)c(S(=O)(=O)NCc2ccc3c(c2)OCO3)c1	5%	4	-3%	?
O=C(O)c1cccc(-n2cccc2/C=N/O)c1	0%	-3	-5%	-16
COc1ccccc1NS(=O)(=O)c1ccc(NN=C2CCCCC2)c([N+](=O)[O-])c1	.	.	-3%	-10
CCOc1cc(C2C(C#N)=C(N)SC(N)=C2C#N)ccc1OCCN1CCOCC1	-16%	-26	-2%	?
FC(F)(F)c1ccccc1NC(=S)N1CCN(c2ncccn2)CC1	-8%	-5	-1%	13
Cc1cccc(S(=O)(=O)N(CC(=O)Nc2ccccc2C)Cc2ccco2)c1	3%	3	-2%	?
Cc1ccc[n+](CC(=O)Nc2ccc([N+](=O)[O-])cc2Cl)c1	10%	6	-2%	?
CC1CCCC(C)N1C(=O)CSc1nc2ncnc(N)c2[nH]1 (stereo not given)	11%	-8	-4%	?
Nc1nc(N)c2sc3nc(C(F)(F)F)cc(C(F)(F)F)c3c2n1	.	3	-4%	-13
Nc1nc(-c2ccco2)nn1C(=O)c1ccc(Cl)cc1	0%	11	0%	82
Cc1cc(C)cc(CC(Cc2nc3ccccc3[nH]2)c2nc3ccccc3[nH]2)c1 (stereo not given)	33%[activator]	4	-25%	?
Cc1ccc(-n2nc(C)c(Sc3ccccc3[N+](=O)[O-])c2N)cc1	.	.	-7%	-15
COc1ccc(Nc2nc(C)nc3c2nnn3Cc2ccccc2)cc1OC	.	7	-4%	9
CCOc1ccc(Br)cc1S(=O)(=O)Nc1ccc(NC(=O)c2ccccc2C)cc1	.	.	-5%	69
Cc1nc(SCC(=O)NCCc2ccccc2)c2oc3ccccc3c2n1	0%	0	7%	-100*
CCNC(=S)N/N=C/c1cn(Cc2ccccc2F)c2ccccc12	.	.	-3%	17
O=C(O)c1cnc(-c2ccccc2)nc1Sc1ccc(Cl)cc1	-16%	0	4%	0
COc1ccc(-c2cc(C(=O)NCc3cccnc3)no2)cc1	-4%	-3	-1%	-8
COc1ccc(NC(=O)C2CCN(C(=O)c3ccccc3)CC2)c(OC)c1	5%	5	-4%	24
CO/N=C(\C)c1ncc(C(F)(F)F)cc1N1CCOCC1	-2%	-2	0%	13
CCCn1c(=O)c2ccccc2n2c(SCCOc3ccc(Cl)cc3)nnc12	-8%	7	0%	1
Cc1cc(NC(=O)CCNS(=O)(=O)c2cc(Br)cnc2N)ccc1Br	13%	1	-7%	21
CCOC(=O)c1ccc(N2CCN(c3ccc(F)cc3)CC2)c(NC(=O)Nc2cccc(OC)c2)c1	.	.	-1%	6

Reformatted with values under each structure: part of the list above
Below each SMILES: 15-hLO-2 inh	IMPase inh	ALOX12 inhib	PNC inhibitor
- CCOc1ccc(Br)cc1S(=O)(=O)Nc1ccc(NC(=O)c2ccccc2C)cc1
 : .	.	-5%	69
- CCCn1c(=O)c2ccccc2n2c(SCCOc3ccc(Cl)cc3)nnc12
 : -8%	7	0%	1

Going on with the list.
SMILES	15-hLO-2 inh	IMPase inh	ALOX12 inhib	PNC inhibitor
COc1ccc(N(CCN2C(=O)c3ccccc3C2=O)C(=O)c2cccc([N+](=O)[O-])c2)cc1	.	3	-4%	?
CCc1ccc(-c2nc(-c3ccncc3)no2)cc1	17%	-7	-4%	-2
Cc1ccc(OCc2nc(-c3ccc(-n4cccc4)cc3)no2)cc1C	1%	-2	-7%	-19
NC(=O)CC1NC(=O)c2cc([N+](=O)[O-])cc(I)c2OCCC(C(N)=O)NC(=O)[C@@H]2CCCN2C1=O (stereo not given in full)	.	.	1%	27
O=[N+]([O-])c1ccc(NCCNS(=O)(=O)c2ccccc2)c(C(F)(F)F)c1	-24%	7	-10%	-20
CSc1cc(-c2ccc(Cl)cc2)c(C(=O)NC(C)C)s1	0%	2	1%	-25
O=C(c1ccccc1F)N(Cc1ccccc1)C1CCS(=O)(=O)C1 (stereo not given)	6%	1	-2%	15
C[C@]12C=CC(=O)C=C1CC[C@@H]1[C@@H]2C(=O)C[C@@]2(C)[C@H]1CC[C@]2(O)C(=O)CO	-1%	.	2%	.
Cc1cc(=O)oc(C)c1C(=O)NCc1ccc(F)cc1	-1%	-16	1%	?
O=C1CSc2ccccc2N1Cc1ccc(F)cc1	-7%	11	-7%	-21
CCNC(=O)C1CC(=O)N(Cc2ccc(F)cc2)C(=Nc2ccc(OC)cc2)S1 (stereo not given)	3%	13	-5%	25
COc1ccc(-c2nnc(SCc3nnc(-c4ccccc4)o3)n2C)cc1OC	-2%	3	0%	?
CCCN(CCC)C(=O)COc1cc(=O)n(CC)c2ccccc12	.	1	-2%	-19
COc1ccc(-c2cc(C(=O)Nc3ccccc3SC)no2)cc1	-17%	3	1%	23
CSc1ncccc1C(=O)OCC(=O)NC(=O)NCCC(C)C	6%	5	-2%	39
Cc1cccc(Cn2c(C(=O)OC(C)C)cc3c2ccn3C)c1	-4%	15	-8%	?
Cc1cc(OCc2cc3c(cc2Cl)OCO3)c2c(C)cc(=O)oc2c1	.	5	-3%	?
CCCc1[nH]n(-c2ccc(F)cc2)c(=O)c1C=Nc1cccc(F)c1	.	.	13%	?
O=[N+]([O-])c1cc(-c2nnc(Nc3ccccc3)c3ccccc23)ccc1N1CCOCC1	.	-9	0%	-28
COc1cccc(-c2cc3c(-n4cccc4)ncnc3o2)c1	-3%	5	-9%	-3
CCNC(=O)NC(=O)C(C)OC(=O)CCCSc1nc2ccccc2s1 (stereo not given)	.	.	-4%	-25
COc1cccc(NC(=O)C(OC(=O)/C=C/c2ccc3c(c2)OCO3)c2ccccc2)c1 (stereo not given)	-5%	9	-14%	-3
CC(=O)/C(=N/Nc1ccc(C)cc1)Sc1nnc(CCc2ccccc2)n1-c1ccccc1	.	.	7%	4
C[C@@H](C(=O)O)c1ccc(-c2ccccc2)c(F)c1	6%	1	0%	.
O=C(CN(C(=O)CNS(=O)(=O)c1ccccc1)c1ccc2c(c1)OCCO2)NCc1ccco1	-10%	?	-1%	-18

Some of these compounds in order of the ALOX12 inhib value, rising.
SMILES	15-hLO-2 inh	IMPase inh	ALOX12 inhib
O=C1CSc2ccccc2N1Cc1ccc(F)cc1	-7%	11	-7%
CCNC(=O)NC(=O)C(C)OC(=O)CCCSc1nc2ccccc2s1 (stereo not given)	.	.	-4%
CSc1ncccc1C(=O)OCC(=O)NC(=O)NCCC(C)C	6%	5	-2%
O=[N+]([O-])c1cc(-c2nnc(Nc3ccccc3)c3ccccc23)ccc1N1CCOCC1	.	-9	0%
NC(=O)CC1NC(=O)c2cc([N+](=O)[O-])cc(I)c2OCCC(C(N)=O)NC(=O)[C@@H]2CCCN2C1=O (stereo not given in full)	.	.	1%
C[C@]12C=CC(=O)C=C1CC[C@@H]1[C@@H]2C(=O)C[C@@]2(C)[C@H]1CC[C@]2(O)C(=O)CO	-1%	.	2%
CCCc1[nH]n(-c2ccc(F)cc2)c(=O)c1C=Nc1cccc(F)c1	.	.	13%

Returning to the listing; the five compounds before the break are reprinted first.
SMILES	15-hLO-2 inh	IMPase inh	ALOX12 inhib	PNC inhibitor
CCNC(=O)NC(=O)C(C)OC(=O)CCCSc1nc2ccccc2s1 (stereo not given)	.	.	-4%	-25
COc1cccc(NC(=O)C(OC(=O)/C=C/c2ccc3c(c2)OCO3)c2ccccc2)c1 (stereo not given)	-5%	9	-14%	-3
CC(=O)/C(=N/Nc1ccc(C)cc1)Sc1nnc(CCc2ccccc2)n1-c1ccccc1	.	.	7%	4
C[C@@H](C(=O)O)c1ccc(-c2ccccc2)c(F)c1	6%	1	0%	.
O=C(CN(C(=O)CNS(=O)(=O)c1ccccc1)c1ccc2c(c1)OCCO2)NCc1ccco1	-10%	?	-1%	-18
CCOc1cc2[nH]c(=O)n(CCCC(=O)NCc3ccc(OC)cc3)c(=O)c2cc1OCC	1%	4	6%	40
CC(=O)C1=C(C)N(Cc2ccco2)C(=O)C1(NC(=O)C1CCCCC1)C(F)(F)F (stereo not given)	5%	-8	-4%	-8
COC(=O)c1c(NC(=O)CN2CCCC(C)C2)c2c(C)cccc2n1C (stereo not given)	9%	9	8%	42
CCN(Cc1ccccc1)C(c1cccs1)c1nnnn1C1CCCCC1 (stereo not given)	-8%	2	-9%	-5
c1ccc(-c2noc(-c3cccs3)n2)nc1	.	-9	6%	41
COc1ccc(OCC(O)Cn2c(=N)n(Cc3ccccc3)c3ccccc32)cc1 (stereo not given)	35%[activator]	11	1%	32
O=C(Nc1cccc(C(F)(F)F)c1)c1cc(-c2ccc(F)cc2)on1	-2%	10	-2%	26
O=C(CSc1nc2ccccc2s1)NCCOc1ccc(Cl)cc1	2%	1	-5%	65
Cc1ccc(N2C(=O)c3ccc(C(=O)N4CCOCC4)cc3C2=O)cc1C	.	?	5%	-10
CC1CN(C(NC(=O)C(C)(C)C)C(Cl)(Cl)Cl)CC(C)O1 (stereo not given)	-2%	2	1%	50
O=C(Nc1cc(S(=O)(=O)N2CCOCC2)ccc1O)c1ccc(NS(=O)(=O)c2ccc(Cl)s2)cc1	.	.	-7%	-134*
COc1ccc(S(=O)(=O)N2CCCC(C(=O)NCc3ccccn3)C2)cc1 (stereo not given)	6%	10	-9%	?
COC(=O)c1[nH]c2cc(OC)c(OC)cc2c1NC(=O)Oc1ccccc1	?	?	-5%	5
Cc1cc(Cl)ccc1OCC(=O)OC(C)C(=O)N(C)C (stereo not given)	-5%	10	3%	-15
Cc1cc([N+](=O)[O-])cnc1NC(C)c1ccccc1 (stereo not given)	.	1	-3%	61
CC1=CC(C)(C)N(C)C(=O)N1c1ccc(Cl)cc1	-3%	5	3%	13
Cc1cccc(NC(=O)c2cc(N3CCOCC3)nc3ccccc23)c1	4%	-6	-6%	-13
CN1CCc2nc3sc(C(=O)C45CC6CC(CC(C6)C4)C5)c(N)c3cc2C1	53%[activator]	3	2%	-7
O=C(Nc1ccccc1)N1CCN(c2ccc(F)cc2)CC1	.	14	1%	62
O=C(COc1ccc(Br)cc1)c1ccc2c(c1)CCCC2	.	3	-2%	74
Cc1ccc([N+](=O)[O-])cc1-c1ccc(/C=N\n2nnnc2N)o1	.	.	1%	?
COC(=O)c1ccc(NC(=O)C(=O)NCC2CCCO2)cc1 (stereo not given)	.	.	1%	-17
CS(=O)(=O)N(CC(=O)NCc1ccccn1)Cc1ccc(Cl)cc1	.	9	-2%	?
Cn1nc(C(F)(F)F)cc1C(=O)NC1CCCCCC1	-4%	-1	7%	-20
Cc1nn(Cc2ccccc2)c2c1C(c1cccc(Cl)c1)C(C#N)=C(N)O2 (stereo not given)	-18%	5	-4%	3

(further entries)
SMILES	15-hLO-2 inh	IMPase inh	ALOX12 inhib	PNC inhibitor
Cc1ccc(NC(=O)CSc2nnc(-c3ccncc3)n2C)cc1C	4%[2.29 µM]	-3	0%	26
CC(=O)NCCNC(=O)CCNC(=O)c1ccc(Cl)cc1	1%	-1	0%	11
COc1ccc(-c2oc(NC(=O)CSc3nncn3C)c(C#N)c2-c2ccc(OC)cc2)cc1	-14%	-4	-8%	?
COc1ccccc1C1CC(=O)NC(C)=C1C(=O)OCC1CCCO1 (stereo not given)	-6%	5	5%	-11
C/C(=N\NC(=O)c1c(Br)c(C)nn1C)c1ccc(NC(=O)c2ccoc2C)cc1	.	.	-1%	?
Brc1ccc(OCCOCCN2CCOCC2)cc1	13%	4	0%	15
CCOC(=O)Cc1c(C)nc2cc(-c3ccc(C(C)(C)C)cc3)[nH]n2c1=O	-5%	-11	5%	25
Nn1c(Cc2cccc3ccccc23)nnc1SCC(=O)NC1CCS(=O)(=O)C1 (stereo not given)	7%	2	-3%	14

Assay outcomes: PubChem BioAssay, National Center for Advancing Translational Sciences (NCATS)
